H1N1 NS1A inhibition – H1N1 influenza NS1A inhibitors, functional cell based assay (AID 504329). NS1A functional cell-based assay, percent inhibition; higher % means a stronger effect. inhibition, % at 12.5 µM, or IC50 in µM where a hit was titrated. 340,000 tested, 0.3% active; in the data active = a potency from the dose series; inconclusive = inhibition above about 27% without an active follow-up result; also: strong numbers were not always called active
M. tuberculosis – growth inhibition of non-replicating M. tuberculosis (AID 488890); Mycobacterium tuberculosis non-replicating, growth inhibition; higher % means a stronger effect; inhibition, % at 25 µM; hits with a dose series show IC50 in µM; 320,000 tested, 0.39% active; in the data active = a potency from the dose series; inconclusive = inhibition mostly from about 82% at the one dose, without a potency; inactive = the rest, 99 in 100 with inhibition below about 76%;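 also: plate controls were DMSO cells for no effect and high antibiotic wells for full effect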
H37Rv inhibition – M. tuberculosis growth inhibition, HTS (AID 449762); M. tuberculosis H37Rv growth inhibition, 7H9 media; higher % means a stronger effect; one-dose inhibition, % at 25 µM; IC50 in µM for titrated hits; 330,000 tested, 0.59% active; in the data active = a potency from the dose series; inconclusive = inhibition above about 70% without an active follow-up result;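 also: bacterial growth assessed after seven days of incubation; strong numbers were not always called active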
inhibitors of VEEV – inhibitors of VEEV TC-83 cytopathic effect, confirmation, Vero cells (AID 588727); Vero cells, VEEV TC-83 cytopathic effect inhibition; higher % means a stronger effect; one-dose inhibition, % at 20 µM; IC50 in µM for titrated hits; 350,000 tested, 0.13% active; in the data active = a potency from the dose series; inconclusive = inhibition mostly from about 14% at the one dose, without a potency; inactive = the rest, 99 in 100 with inhibition below about 12%; also: strong numbers were not always called active
Salmonella PhoP GFP – PhoP regulon inhibitors, Salmonella typhi PhoP promoter GFP reporter, confirmatory (AID 1850); Salmonella Typhi PhoP-promoter GFP reporter, fluorescence, 4 h; higher % means a stronger effect; inhibition, % at 50 µM; hits with a dose series show IC50 in µM; 310,000 tested, 0.33% active; in the data active = a potency from the dose series; inconclusive = inhibition mostly from about 25% at the one dose, without a potency; inactive = the rest, 99 in 100 with inhibition below about 19%;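 also: 0% = induced wells with vehicle and 100% = uninduced wells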
inhibitors of VEEV 10K pilot screen – recorded beside inhibitors of VEEV, whose call it bears; inhibition, %; measured here: 10K pilot screen inhibition
The depositor's hits bear a star; i = inactive; ? = inconclusive; . = not tested or not shown.

SMILES	H1N1 NS1A inhibition	M. tuberculosis	H37Rv inhibition	inhibitors of VEEV	Salmonella PhoP GFP	others
Cc1cccc(OCC(=O)Nc2c3c(nn2C(C)(C)C)CS(=O)(=O)C3)c1	1%	-8%	-9%	1.7%	-3%
COc1ccccc1N1CCN(C2CCN(C(=O)c3cc(OC)c(OC)c(OC)c3)CC2)CC1	-4%	-4%	-3%	i	3%
COc1ccc(S(=O)(=O)NNC(=O)c2cc3cc4ccccc4nc3s2)cc1	1%	5%	-1%	7.2%	-5%
Nc1ccc(NC(=O)NC2CCCCC2)cc1	5%	7%	2%	i	-2%
O=C(C[n+]1ccc(Cc2ccccc2)cc1)Nc1ccc([N+](=O)[O-])cc1Cl	-9%	9%	5%	i	-2%
O=C(Nc1ccc(C(F)(F)F)cc1)N1CCN(C(=O)c2ccco2)CC1	-6%	5%	0%	2.7%	7%
CCN(CC(=O)NCc1ccc(F)cc1)C(=O)CCNS(=O)(=O)c1cccc(C)c1	-1%	-7%	-9%	7.6%	.
COc1ccc(/C(O)=C2\C(=O)C(=O)N(c3cc(C)on3)C2c2ccc(OC)c(OC)c2)cc1OC (configuration not stated)	2%	-4%	-4%	0.9%	-3%
Cc1cccc(C(=O)OC(C)C(=O)NC(=O)NC2CCCCC2)c1O (configuration not stated)	-2%	13%	-4%	0.3%	9%
COc1ccc(C(C)(C)C)cc1NC(=O)COC(=O)c1cc(SC)ccc1Cl	-1%	?	?	4.0%	-2%
COc1ccc(OC)c(NC(=O)c2cc3c(cc2Cl)N2CCCCCC2=NS3(=O)=O)c1	-6%	5%	-5%	9.8%	.
CCC(C)NC(=O)COC(=O)c1oc2ccccc2c1CSc1ccc(Cl)cc1 (configuration not stated)	-5%	12%	10%	i	1%
O=c1cc(Cl)c2ccccc2n1-c1ccccc1	-11%	-19%	-1%	i	-5%
CCCCCC1CC1C(=O)N/N=C/c1ccc(N(C)C)cc1 (configuration not stated)	11%	58%	?	3.3%	-1%
Cn1/c(=N/N=C/c2ccc(N3CCOCC3)cc2)sc2ccccc21	13%	-5%	5%	i	0%
CC(=O)Nc1ccc(CN2CCCC(C(=O)c3ccc(C(F)(F)F)cc3)C2)cc1 (configuration not stated)	0%	29%	-9%	1.0%	-6%
O=C(CSc1nc(-c2ccco2)cc(C(F)(F)F)n1)N1CCc2ccccc2C1	-19%	-35%	3%	8.1%	0%
NC(=O)C(Cc1ccccc1)NC(=O)C12CC3CC(CC(C3)C1)C2 (configuration not stated)	14%	49%	1%	i	1%
Cc1ccc(C)c(OCCC(=O)OCC(=O)NCc2ccc(F)cc2)c1	-6%	57%	-5%	i	-9%
CCOC(=O)c1c(-c2ccc(C)cc2)csc1NC(=O)CCN1CCOCC1	5%	64%	-7%	7.7%	-4%
O=C(CN(Cc1ccccc1)C1=NCCS1)c1ccccc1	-9%	-12%	-1%	i	-6%
O=[N+]([O-])c1cccc(/C=C/c2nc(C=Nc3ccc4ccccc4c3)c(O)o2)c1	0%	6%	-9%	6.4%	-2%
COc1ccc(C)cc1S(=O)(=O)N1CCC2(CC1)OCCN2S(=O)(=O)c1ccccc1	-3%	6%	-5%	6.3%	9%
COc1ccc(OC)c(C(C[N+](=O)[O-])c2c(C)cc3ccccn23)c1 (configuration not stated)	2%	60%	?	3.7%	6%
CCn1c(SCC(=O)N2CCCCC2C)nnc1-c1ccco1 (configuration not stated)	-3%	-9%	-6%	0.1%	4%
C/C(CCc1ccc2c(c1)OCO2)=N\NC(=O)c1ccccc1Br	-8%	-8%	4%	1.3%	-2%
Cc1nnc(SCC(=O)N2CCCC2)n1-c1ccc(F)cc1	-21%	-12%	3%	0.6%	9%
Cc1ccccc1Nc1c(-c2cccnc2)nc2ccccn12	-3%	38%	10%	1.0%	-17%
CC1CC(C)CN(C(=O)C2CCN(S(=O)(=O)c3cccc4cccnc34)CC2)C1 (configuration not stated)	-5%	12%	1%	2.5%	5%
CCc1ccc(-c2nc(SCC(=O)NC3CCCC3)n[nH]2)cc1	0%	?	0%	4.0%	-7%
O=C(NCCc1nc2ccccc2[nH]1)/C(=C/c1ccc2c(c1)OCO2)NC(=O)c1ccccc1Cl	-1%	25%	-3%	12%	-4%
O=C1CCC(C(=O)N2CCOCC2)CN1Cc1cccc(C(F)(F)F)c1 (configuration not stated)	2%	0%	1%	i	-8%
Cc1cccc(-c2cc(C(=O)Nc3sc(C)c(C)c3C(N)=O)c3ccccc3n2)c1	4%	36%	61%	12%	7%	inhibitors of VEEV 10K pilot screen=7.6
O=C(O)c1ccc(N=Nc2c(O)[nH]c3ccccc23)cc1	-8%	23%	13%	i	22%
O=c1[nH]c(/C=C/c2cccc([N+](=O)[O-])c2)c([N+](=O)[O-])c(=O)[nH]1	-4%	-7%	-4%	i	-4%
Cc1ccc(S(=O)(=O)Nc2ccc3cn[nH]c3c2)cc1C	.	9%	-7%	.	.
Cc1cc(C)nc(N2CCCC(C(=O)NC(C)C)C2)n1 (configuration not stated)	-10%	1%	0%	0.8%	2%
Cc1sc2ncnc(N3CCCCC3)c2c1C	-1%	15%	5%	i	-4%
CC(CCc1ccccc1)NC(=O)C(=O)Nc1ccccc1 (configuration not stated)	-5%	-8%	5%	1.1%	-8%
COc1cc2c(cc1NC(=O)c1cc(-c3cccnc3)nc3ccc(C)cc13)oc1ccccc12	-1%	-2%	28%	3.5%	8%
CCOc1ccc(S(=O)(=O)N2CCC(C(=O)N3CCCCCC3)CC2)cc1C	-8%	.	-11%	0.1%	-4%
COc1ccc(S(=O)(=O)Nc2cc3c4c(c2)CCN4C(=O)CC3)cc1	-2%	-5%	23%	11%	1%
O=C(c1ccc(COc2ccc(Cl)cc2Cl)o1)N1CCCC1	8%	72%	0%	4.9%	-2%
CC(=O)Nc1ccc(NC(=O)COc2ccc(Br)cc2C)cc1	16%	-21%	3%	0.1%	12%
CSc1ccc(CN2CCN(C(=O)c3ccncc3)CC2)cc1	4%	11%	3%	i	3%
COc1ccccc1NC(=O)Nc1nnc(-c2ccco2)s1	.	-1%	7%	.	-17%
CCCc1nn(C)c2c1C(c1cccnc1)C(C#N)=C(N)O2 (configuration not stated)	-4%	1%	1%	4.7%	4%
CC(C)(C)c1ccc(C(=O)NCCN2CCCC2)cc1	-3%	41%	-1%	0.0%	10%
CC(C)Cc1ccc(C(C)CC2=CCC(CN(C)C)C2=O)cc1 (configuration not stated)	-3%	.	.	i	.
CCOC(=O)C1=C(CN2CCc3ccccc32)NC(=O)NC1c1cccc([N+](=O)[O-])c1 (configuration not stated)	4%	8%	0%	i	-2%
CCC(=O)Nc1cc2c(cc1C(=O)c1ccccc1)OCCO2	-8%	0%	0%	1.0%	2%
COc1ccc(-c2csc(NC(=O)CN3C(=O)C4CCCCC4C3=O)n2)cc1OC (configuration not stated)	-5%	4%	-15%	12%	1%
COc1ccc(C(=O)NNC2CC(=O)N(Cc3ccccc3)C2=O)cc1OC (configuration not stated)	-14%	-19%	-4%	0.1%	0%
COC(=O)c1ccc(C2/C(=C(/O)c3ccc4c(c3)CC(C)O4)C(=O)C(=O)N2Cc2cccnc2)cc1 (configuration not stated)	-3%	-5%	-5%	0.1%	-12%
Cc1ccc(NC(=O)CNC(C)c2ccccc2)cc1 (configuration not stated)	-6%	27%	3%	0.5%	6%
CC1(C)CC(CCC(=O)Nc2ccc(S(N)(=O)=O)cc2)C(=O)O1 (configuration not stated)	1%	-4%	-1%	i	2%
O=C(COc1ccc(F)cc1)N(Cc1ccc(Cl)cc1)C1CCS(=O)(=O)C1 (configuration not stated)	-9%	2%	-2%	1.6%	2%
NC(=O)c1ccc(-n2nnnc2Oc2ccccc2)cc1	1%	-7%	0%	i	-12%
Cc1ccc(S(=O)(=O)N2CCOCC2)cc1C(=O)NCCc1ccc(Cl)cc1	-1%	21%	-13%	0.5%	.
O=C1CSC(=Nc2ccc(O)cc2)N1	-4%	-17%	2%	i	7%

By substructure, those above with an NH in an aromatic ring
SMILES	H1N1 NS1A inhibition	M. tuberculosis	H37Rv inhibition	inhibitors of VEEV	Salmonella PhoP GFP	others
CCc1ccc(-c2nc(SCC(=O)NC3CCCC3)n[nH]2)cc1	0%	?	0%	4.0%	-7%
O=C(NCCc1nc2ccccc2[nH]1)/C(=C/c1ccc2c(c1)OCO2)NC(=O)c1ccccc1Cl	-1%	25%	-3%	12%	-4%
O=C(O)c1ccc(N=Nc2c(O)[nH]c3ccccc23)cc1	-8%	23%	13%	i	22%
O=c1[nH]c(/C=C/c2cccc([N+](=O)[O-])c2)c([N+](=O)[O-])c(=O)[nH]1	-4%	-7%	-4%	i	-4%
Cc1ccc(S(=O)(=O)Nc2ccc3cn[nH]c3c2)cc1C	.	9%	-7%	.	.

Later entries
SMILES	H1N1 NS1A inhibition	M. tuberculosis	H37Rv inhibition	inhibitors of VEEV	Salmonella PhoP GFP	others
O=C(Oc1ccc(NC2=NS(=O)(=O)c3ccccc32)cc1)c1cccnc1	-2%	2%	2%	2.2%	6%
O=C(NCc1ccc(Cl)cc1)c1cnn2ccccc12	-10%	.	-3%	10%	.
CC(=O)N1CCC(=NNc2ncc(C(F)(F)F)cc2Cl)CC1	8%	5%	0%	1.5%	4%
COc1ccc(CCNC(=O)Cn2c(=O)n(CC3CCCO3)c(=O)c3ccccc32)cc1OC (configuration not stated)	4%	3%	10%	2.5%	29%
O=C(Cc1cccc2ccccc12)Nc1nnc(-c2cccc([N+](=O)[O-])c2)s1	4%	7%	-6%	0.7%	-7%
COc1ccc(C(=O)N2CCN(S(=O)(=O)c3ccc(Cl)cc3)CC2)cc1OC	-20%	12%	-2%	i	13%
COC(=O)c1cc(=O)nc2sc(-c3ccccc3)nn12	-2%	-1%	2%	i	-3%
Cc1ccc(C)c(N/N=C2\CCCNC2=O)c1	-7%	68%	2%	2.0%	1%
COc1cccc(N2CCN(C(=O)CN(c3cc(C)cc(C)c3)S(=O)(=O)c3c(C)noc3C)CC2)c1	10%	1%	-1%	1.4%	0%
O=C(Nc1ccc(S(=O)(=O)Nc2ncccn2)cc1)c1nn(Cc2ccccc2)c(=O)c2ccccc12	-5%	41%	-2%	4.7%	3%
COc1ccc(O)c(/C=N/NC(=O)CCC(=O)Nc2cccc(C)c2)c1	-24%	11%	2%	13%	-7%
CC1(C2(O)CC(c3ccccc3)ON2)CCCCC1 (configuration not stated)	.	?	7%	.	10%
CCOc1ccc(C(C(=O)NC2CCCC2)N(Cc2ccccc2)C(=O)c2nsc(Cl)c2Cl)cc1 (configuration not stated)	-4%	38%	23%	i	1%
Cc1ccsc1C(=O)C1CCCN(Cc2ccc(-n3cccn3)cc2)C1 (configuration not stated)	2%	-2%	4%	2.2%	-10%
COc1ccc(C/C(N)=N/n2cnnc2)cc1Cl	3%	-13%	2%	i	3%

Structures from the list above containing a tert-butyl group:
SMILES	H1N1 NS1A inhibition	M. tuberculosis	H37Rv inhibition	inhibitors of VEEV	Salmonella PhoP GFP	others
Cc1cccc(OCC(=O)Nc2c3c(nn2C(C)(C)C)CS(=O)(=O)C3)c1	1%	-8%	-9%	1.7%	-3%
COc1ccc(C(C)(C)C)cc1NC(=O)COC(=O)c1cc(SC)ccc1Cl	-1%	?	?	4.0%	-2%
CC(C)(C)c1ccc(C(=O)NCCN2CCCC2)cc1	-3%	41%	-1%	0.0%	10%

Next results:
SMILES	H1N1 NS1A inhibition	M. tuberculosis	H37Rv inhibition	inhibitors of VEEV	Salmonella PhoP GFP	others
CCCCN(C(=O)c1ccc(OC(F)(F)F)cc1)c1c(N)n(CCC)c(=O)[nH]c1=O	-4%	-5%	-15%	1.0%	1%
O=C(CSc1nc2c(c(=O)[nH]1)CCC2)Nc1ccc(F)cc1	-3%	12%	?	0.1%	8%
CC(CCc1ccccc1)NC(=O)CN1CCN(Cc2ccc(Cl)cc2)C1=O (configuration not stated)	6%	.	-8%	1.0%	-7%
CCN(CC)S(=O)(=O)c1ccc(N2CC(C(=O)Nc3cccc(C(=O)NC4CC4)c3)CC2=O)cc1 (configuration not stated)	5%	.	.	1.1%	.
COc1ccc(NC(=O)N2CCCc3ccccc32)cc1OC	2%	10%	8%	2.1%	-8%
CNC(=S)Nc1cccc(C(C)=O)c1	2%	2%	-8%	0.5%	18%
O=C1Nc2cc(C(=O)N3CCc4ccccc4C3)ccc2S/C1=C\c1ccccc1	-5%	68%	9%	2.6%	0%
CCOCCn1c(N(C)Cc2ccccc2)nc2c1c(=O)[nH]c(=O)n2C	-1%	6%	-7%	5.8%	-1%
Cc1cc(C)n(CCC(=O)N2CCc3ccccc32)n1	3%	-19%	-1%	0.2%	6%
CCC(C)(C)NS(=O)(=O)c1cc(CN2C(=O)c3cccnc3C2=O)ccc1OC	8%	.	1%	2.0%	1%

From PubChem BioAssay
